# Source: PubChem BioAssay
# H9c2 protect: cardioprotection against H2O2-induced cell death, primary screen, uHTS, H9c2 cells, ATPLite luminescence; H9c2 cardiomyocytes, H2O2 injury protection, 2 h; protection from H2O2 cell death, % at 20 µM; 360,000 tested, 0.63% active; AID 588492, 2011;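 active = compounds giving at least 50% protection of heart cells from peroxide-induced death in the single-dose screen, raw or plate-pattern-corrected value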;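 note: 0% = DMSO wells with peroxide and 100% = DMSO wells without peroxide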
# hiPSC survival: enhancers of single-cell hiPSC survival, primary screen, ATPlite luminescence; AID 602274, 2012; 100% = ROCK inhibitor wells, 0% = DMSO; survival enhancement, % at 20 µM; 360,000 tested, 0.044% active; in the data active = survival enhancement above about 18%;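 note: cells exposed to compounds for 16 hours before the ATP read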
# ABCB6 inh MLPCN: ABCB6 transporter inhibitors, primary screen, K562-ABCB6 cells, flow cytometry, MLPCN library. ATP-binding cassette sub-family B member 6 (Homo sapiens), Q9NP58. K562-ABCB6 porphyrin accumulation, 1 h; hits give low values. fluorescence ratio to DMSO, % at 10 µM. 360,000 tested, 0.19% active. AID 602162, 2011;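 active = fluorescence ratio to DMSO below 75%, the collection mean minus 3 SD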;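 note: signal is porphyrin accumulated inside mitochondria; 100% equals median channel fluorescence of DMSO control wells; lower ratio means ABCB6 inhibition with less porphyrin fluorescence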
# Target sequence (Q9NP58 whole entry, looked up): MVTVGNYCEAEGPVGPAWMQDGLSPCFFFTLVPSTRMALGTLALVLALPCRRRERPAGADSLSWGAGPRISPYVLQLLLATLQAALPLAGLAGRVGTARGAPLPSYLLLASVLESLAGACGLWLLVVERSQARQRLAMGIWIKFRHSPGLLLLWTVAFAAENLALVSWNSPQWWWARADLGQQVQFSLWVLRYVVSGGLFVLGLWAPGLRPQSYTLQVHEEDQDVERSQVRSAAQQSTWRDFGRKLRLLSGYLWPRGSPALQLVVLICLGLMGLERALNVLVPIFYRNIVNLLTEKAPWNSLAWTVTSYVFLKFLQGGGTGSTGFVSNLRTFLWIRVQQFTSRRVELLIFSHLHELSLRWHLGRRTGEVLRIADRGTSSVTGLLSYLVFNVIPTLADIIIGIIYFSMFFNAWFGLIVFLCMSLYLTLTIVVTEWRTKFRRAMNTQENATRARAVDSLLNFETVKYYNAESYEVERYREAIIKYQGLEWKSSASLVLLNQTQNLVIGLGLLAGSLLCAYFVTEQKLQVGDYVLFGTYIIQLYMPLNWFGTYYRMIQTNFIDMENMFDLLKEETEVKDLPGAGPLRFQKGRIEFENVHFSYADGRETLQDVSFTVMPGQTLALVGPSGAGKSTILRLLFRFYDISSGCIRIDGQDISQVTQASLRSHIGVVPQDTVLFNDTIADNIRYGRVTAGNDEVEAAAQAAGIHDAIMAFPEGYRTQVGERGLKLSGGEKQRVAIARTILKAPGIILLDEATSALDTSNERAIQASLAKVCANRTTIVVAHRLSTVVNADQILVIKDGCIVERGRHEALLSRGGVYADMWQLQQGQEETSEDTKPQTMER
# Vif imaging: HIV Vif self-association inhibitors, primary screen, imaging, HEK293T, single point; HEK293T cells, Vif self-association by quenched fluorescence, 24 h; inhibition, % at 7.49 µM; 340,000 tested, 0.35% active; AID 602346, 2012; in the data active = inhibition above about 50%, passing the limit was not always enough; note: some results filed as inactive read as strong as hits
# Granule exo inh: LAMP-1 surface exposure blockers, TALL-104 cells – cell-based, flow cytometry, MLPCN library, primary screen; inhibition, % at 10 µM; AID 651702, 2012; TALL-104 LAMP-1 surface exposure; cells stimulated with thapsigargin and PMA; 360,000 tested, 0.66% active;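 active = inhibition above about 55%, limit read from the data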
# aDG glyco act: activators of alpha-DG glycosylation, primary screen, uHTS, Pro5-aDG cells, AlphaScreen | alpha-DG glycosylation AlphaScreen (IIH6); 0% Pro5, 100% B10-LARGE cell signal | activation, % at 10 µM | 360,000 tested, 0.22% active | AID 624168, 2012;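 active = activation of at least 8% versus controls, or a plate z-score of at least 8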;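 note: Pro5 are CHO cells carrying HIG-tagged alpha-DG that lacks glycosylation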
# PDI inh: inhibitors of human PDI, primary screen, biochemical, turbidity, single point, plate reader. Protein disulfide-isomerase (Homo sapiens), P07237. inhibition, % at 10 µM. 350,000 tested, 0.052% active. AID 588391, 2011. PDI insulin aggregation turbidity, A650, 90 min;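 active = mean inhibition across replicates of 30% or more, whatever share of single replicates reach that level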;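 note: absorbance from insulin aggregation driven by PDI reduction with DTT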
# CaV13 FRET inh: Disruptors of the CACNA1D IQ motif to Ca2+-dependent inactivation inhibitor domain association, primary screening, Förster resonance energy transfer in intact living …; 340,000 tested, 0.098% active; HEK cells, CFP/YFP FRET ICDI-IQ, plate reader, 10 min; percent FRET-ratio fall versus neutral wells; inhibition, % at 12.3 µM;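 active = mean replicate inhibition of at least 30% and at least 1% of replicates passing that level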;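 note: 0% = median of the neutral control wells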
# Glyco luc inh: increase of ERlucT glycosylation luciferase signal, primary screen, N-linked glycosylation inhibitor project, D54 ERlucT cells, luminescence, set 2. D54 ERlucT glycosylation luciferase reporter, 24 h; percent of 100 nM tunicamycin response. reporter increase, % at 12.5 µM. 360,000 tested, 0.23% active;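 active = mean luciferase reporter signal, scaled so untreated is 0 and the glycosylation-blocking control 100, at or above a set limit in every replicate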;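 note: luciferase carries N-glycosylation sites so blocking glycosylation raises the light; 0% = median of neutral control wells and 100% = median of 100 nM tunicamycin wells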
# HTR2A ag: mouse Htr2a agonists via beta-arrestin recruitment, primary screen, cell-based, luminescence; AID 624169, 2012; activation, % at 7.6 µM; 360,000 tested, 0.66% active; CHO-K1 mHTR2A beta-arrestin complementation; percent of 30 µM serotonin response;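 active = activation above a run cutoff, the mean activation of all tested compounds plus 3 SD, cut at about 14% in these data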;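 note: 0% = plate median of compound wells and 100% = 30 µM serotonin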
# Starred values were filed as active, the others as inactive; · = no result given.
SMILES,H9c2 protect,hiPSC survival,ABCB6 inh MLPCN,Vif imaging,Granule exo inh,aDG glyco act,PDI inh,CaV13 FRET inh,Glyco luc inh,HTR2A ag
Cc1ccc(C(c2c(C)n(C)n(-c3ccccc3)c2=O)c2c(C)n(C)n(-c3ccccc3)c2=O)s1,59*,-1.7,103,3,0,-0.6,1,-6,-2,-1
COc1ccc(C(=O)OCC(=O)N2CCN(S(=O)(=O)c3ccc(C)cc3)CC2)cc1[N+](=O)[O-],-2,-0.4,96,22,-1,0.1,-1,-6,3,10
CC(=O)Nc1ccc2c(O)cc(S(=O)(=O)O)cc2c1,1,-3.9,99,11,0,-0.1,6,-7,0,4
Cc1ccc(S(=O)(=O)NCC(=O)N(CC(=O)NCc2ccco2)C2CCCC2)cc1,5,-0.5,99,34,10,0.0,-1,-4,1,9
CC1CN(C(=O)COC(=O)Cc2ccc(Cl)cc2)CC(C)O1 (centres undefined),-1,-0.6,102,0,2,0.1,-9,-4,0,-5
N#C/C(=C\c1cccnc1)C(=O)Nc1ccc(SC(F)F)cc1,5,-0.4,101,10,-21,0.2,11,-19,5,4
Cc1c(NC(=O)C2CCCN2S(=O)(=O)c2ccccc2)c(=O)n(-c2ccccc2)n1C (centres undefined),9,2.2,93,-6,-2,-0.3,0,-1,2,4
Cc1ccc(NC(=O)CSc2nc(-c3ccco3)nc3cc(=O)[nH]n23)c(Cl)c1,7,0.8,88,-4,-2,-0.2,-9,-6,-1,8
COC(=O)C(NNc1ccccc1)(NC(=O)c1cccc(F)c1)C(F)(F)F (centres undefined),6,-3.1,90,13,7,-0.1,4,·,1,-1
CC(=O)c1c(C)[nH]c(C(=O)CSc2nnc(-c3ccccc3)o2)c1C,-26,0.0,102,-2,6,1.5,-3,-5,0,-1
CC(OC(=O)CCCOc1ccccc1)C(=O)NC(N)=O (centres undefined),0,-1.2,100,1,-1,0.0,-2,-6,3,-3
CCCN1CCN(C(=O)CCCn2c(C)c3cnn(-c4ccccc4)c(=O)c3c2C)CC1,-2,-0.2,101,-6,2,-0.1,·,-6,-5,-4
O=C(NCCCn1ccnc1)C(=O)NCC1OCCN1S(=O)(=O)c1ccc2c(c1)OCCO2 (centres undefined),5,1.0,99,6,4,-0.2,11,0,-2,0
COc1ccc(OC)c(NC(=O)Cc2coc3ccc4ccccc4c23)c1,-7,0.2,88,·,3,-0.3,-10,·,1,-6
Cc1c(Nc2nc(C(F)(F)F)nc3ccccc23)c(=O)n(-c2ccccc2)n1C,20,-2.6,98,-15,-12,-0.1,-1,-18,0,1
O=C(Nc1ccc(Cl)cc1)Nc1nnc(CSCc2ccccc2Cl)s1,-32,0.1,96,-13,39,-0.5,8,4,-5,7
O=C(Nc1ccc(C(=O)N2CCCC2)cc1)c1ccccc1F,-1,-1.7,100,-1,-3,0.1,-2,-9,-1,2
COc1ccc(S(=O)(=O)Nc2cccc(S(=O)(=O)N3CCCCC3)c2)cc1,-1,-2.8,100,-1,-5,-0.2,2,-6,-1,3
O=C(Cn1nnc(-c2ccc(CN3CCOCC3)cc2)n1)Nc1nc(-c2ccccc2)cs1,-11,-2.0,90,-9,-1,-0.1,-3,-3,-1,-3
CN(C)S(=O)(=O)c1ccc2c(c1)c(=O)c(C(=O)NCCCN1CCCCCC1)cn2C,6,2.4,105,11,0,0.1,·,-2,1,-3
Cc1ccc(C(C)NC(=S)NCc2ccc(F)cc2)c(C)c1 (centres undefined),-8,-0.4,97,-1,5,0.3,1,-6,-4,-3
CN(C)S(=O)(=O)N(CC(=O)Nc1ccc2ccccc2c1)c1ccccc1,-19,-1.2,99,-2,2,0.1,-4,·,-1,-4
Cc1ccc(NC2CCCN(C(=O)c3ccccn3)C2)cc1C (centres undefined),-5,-0.3,89,-5,-2,-0.3,8,-3,-1,-3
C/C(N)=C(/C#N)C(=O)COC(=O)c1ccccc1O,-2,4.0,108,-11,-7,0.0,-27,-8,1,-5
Cc1ccccc1OCC(=O)N1CCCc2ccccc21,-4,1.1,99,-2,-4,-0.4,8,-3,0,-3
O=C(NC(NCc1ccccn1)(C(F)(F)F)C(F)(F)F)c1ccco1,0,0.1,97,16,2,0.1,4,-8,0,0
COc1ccc(-n2c(C)cc(C(=O)Cn3nc(C(=O)O)c4ccccc4c3=O)c2C)cc1,3,-1.4,95,-1,0,0.3,-5,-18,-4,5
Cn1c(SCC(=O)Nc2ccc(F)cc2)nc2c([nH]c3ccccc32)c1=O,21,-0.5,98,·,-2,-0.2,-18,-7,1,11
O=C(CNC(=O)c1ccc(Cl)cc1Cl)OCc1cn2cc(Br)ccc2n1,-2,5.0,98,7,-3,-0.1,-8,-6,-2,-2
Cc1ccc(C)c(-c2nnc(NC(=O)CCS(=O)(=O)c3ccccc3)o2)c1,23,0.5,100,2,-1,-0.3,2,·,-4,4
O=C(N1CCOCC1)C1(S(=O)(=O)c2ccccc2)CC=CC1,1,-2.0,94,-6,10,0.2,17,-11,4,7
O=C(CC(c1ccccc1)c1cc(Cl)ccc1O)N1CCCC1 (centres undefined),-5,-0.3,92,0,5,0.3,-7,-6,-3,-3
O=C(O)CC1(CC(=O)Nc2nccs2)CCCCC1,9,3.6,94,12,-4,0.2,3,-6,-1,7
O=c1c2ccccc2ncn1CCOc1ccccc1[N+](=O)[O-],8,-0.7,98,4,-2,-0.1,0,-2,-1,14
CC1(C)CC(N(Cc2ccc(F)cc2)C(=O)c2ccc(F)cc2)CCO1 (centres undefined),2,-0.5,93,-3,-1,0.4,4,-2,0,1
CCOC(=O)N1CCN(C(=O)C2CCC(=O)N(Cc3ccccc3OC)C2)CC1 (centres undefined),-3,1.8,93,-5,1,0.2,-4,-19,1,4
O=C(CN1C(=O)NC2(CCCCCCC2)C1=O)Nc1ccc(OC(F)F)cc1,-6,0.0,100,-4,-5,2.4,2,-14,12,1
COc1ccc(CC(=O)OCC(=O)N(C)C2CCS(=O)(=O)C2)cc1OC (centres undefined),0,0.2,98,·,1,-0.3,6,-2,0,-5
Cn1cccc1-c1nc2ccc(NC(=O)c3ccc([N+](=O)[O-])cc3)cc2[nH]1,3,-0.7,109,-6,4,-0.2,-4,-6,10,0
COc1ccc(NC(=O)Cn2c3ccc(OC)cc3c3nc4n(c(=O)c32)CCS4)cc1,-2,-0.5,98,1,-6,-0.3,-10,-5,1,-4
CCOc1c(OC(C)=O)ccc(/C=C2\N=C(SCC)SC2=O)c1[N+](=O)[O-],-34,-0.6,92,-1,6,-0.3,4,-4,2,5
COc1ccc(Sc2nc3ccccc3n3c(C(F)(F)F)nnc23)cc1,3,-0.2,97,-9,3,0.1,-1,-4,0,5
CN(C)c1ccc(-c2nn3c(-c4ccccc4Cl)nnc3s2)cc1,-10,-0.6,88,-9,4,0.1,1,-6,15,1
Cc1nn(-c2ccccc2)c(C)c1NC(=O)COC(=O)/C=C/c1ccccc1,11,-0.1,92,28,-2,1.8,-12,-6,1,4
CC(C)CCNC(=O)C(c1ccc(O)cc1)N(C(=O)C1COc2ccccc2O1)c1cccc(O)c1 (centres undefined),-1,2.2,98,-6,0,-0.2,8,-5,-7,1
CCC(C)N(C(=O)CSc1ncnc2c1cnn2-c1ccccc1)C1CCS(=O)(=O)C1 (centres undefined),-3,-0.2,95,1,6,0.7,11,-6,-4,-5
COCCCNC(=O)c1c(NC(=O)c2cccs2)sc2c1CCCC2,3,4.5,104,-7,14,-0.4,16,-5,-2,0
O=c1cc(Nc2ccc3c(c2)OCO3)[nH]c(=O)n1-c1ccc(Br)cc1,-4,-0.8,98,6,-1,-0.1,-4,-6,-3,0
COc1cccc(NC(=O)CN(C)C(=O)CCNS(=O)(=O)c2ccc(C)cc2)c1,2,0.3,97,-3,-2,0.0,3,-15,1,10
CC(C)n1cnc2c(=S)nc[nH]c21,-2,-0.6,97,0,0,-0.1,-7,-17,1,11
Cc1cc(/C=C2/NC(=O)NC2=O)c(C)n1-c1sc2c(c1C#N)CCCC2,-3,7.8,102,-8,-6,-0.1,-11,-5,-1,10
CCOC(=O)Cc1csc(NC(=O)CSc2nc(=O)[nH]c3c2CCCC3)n1,-5,0.0,94,-4,0,-0.2,0,-6,1,-3

# Profiles from above:
# Entry for Cc1nn(-c2ccccc2)c(C)c1NC(=O)COC(=O)/C=C/c1ccccc1 : H9c2 protect: 11; hiPSC survival: -0.1; ABCB6 inh MLPCN: 92; Vif imaging: 28; Granule exo inh: -2; aDG glyco act: 1.8; PDI inh: -12; CaV13 FRET inh: -6; Glyco luc inh: 1; HTR2A ag: 4
# Entry for COCCCNC(=O)c1c(NC(=O)c2cccs2)sc2c1CCCC2 : H9c2 protect: 3; hiPSC survival: 4.5; ABCB6 inh MLPCN: 104; Vif imaging: -7; Granule exo inh: 14; aDG glyco act: -0.4; PDI inh: 16; CaV13 FRET inh: -5; Glyco luc inh: -2; HTR2A ag: 0
# Entry for COc1ccc(Sc2nc3ccccc3n3c(C(F)(F)F)nnc23)cc1 : H9c2 protect: 3; hiPSC survival: -0.2; ABCB6 inh MLPCN: 97; Vif imaging: -9; Granule exo inh: 3; aDG glyco act: 0.1; PDI inh: -1; CaV13 FRET inh: -4; Glyco luc inh: 0; HTR2A ag: 5

# A run of entries taken from the entries so far, as a working copy:
SMILES,H9c2 protect,hiPSC survival,ABCB6 inh MLPCN,Vif imaging,Granule exo inh,aDG glyco act,PDI inh,CaV13 FRET inh,Glyco luc inh,HTR2A ag
Cc1ccc(C(c2c(C)n(C)n(-c3ccccc3)c2=O)c2c(C)n(C)n(-c3ccccc3)c2=O)s1,59*,-1.7,103,3,0,-0.6,1,-6,-2,-1
COc1ccc(C(=O)OCC(=O)N2CCN(S(=O)(=O)c3ccc(C)cc3)CC2)cc1[N+](=O)[O-],-2,-0.4,96,22,-1,0.1,-1,-6,3,10
CC(=O)Nc1ccc2c(O)cc(S(=O)(=O)O)cc2c1,1,-3.9,99,11,0,-0.1,6,-7,0,4
Cc1ccc(S(=O)(=O)NCC(=O)N(CC(=O)NCc2ccco2)C2CCCC2)cc1,5,-0.5,99,34,10,0.0,-1,-4,1,9
CC1CN(C(=O)COC(=O)Cc2ccc(Cl)cc2)CC(C)O1 (centres undefined),-1,-0.6,102,0,2,0.1,-9,-4,0,-5
N#C/C(=C\c1cccnc1)C(=O)Nc1ccc(SC(F)F)cc1,5,-0.4,101,10,-21,0.2,11,-19,5,4
